KDM5B inhibitor = KDM5B demethylase inhibition; Q9UGL1; KDM5B demethylase, FDH-coupled NADH fluorescence (FDH is formaldehyde dehydrogenase); Potency, µM (titrated, usually from 57.7 µM), without a hit: top-dose activity change, negative = inhibition, usual class: inhibitors; 220,000 compounds, 2.6% hits; AID 1347165; active = well fitted inhibition curve with a large enough effect; inconclusive = small, poorly fitted or top-dose-only effect; inactive = no such curve, though single readings can be large or run the other way; note: 0% is about no effect; nearly all actives have a fitted effect of over 70% in size
Target sequence (Q9UGL1 whole entry, looked up): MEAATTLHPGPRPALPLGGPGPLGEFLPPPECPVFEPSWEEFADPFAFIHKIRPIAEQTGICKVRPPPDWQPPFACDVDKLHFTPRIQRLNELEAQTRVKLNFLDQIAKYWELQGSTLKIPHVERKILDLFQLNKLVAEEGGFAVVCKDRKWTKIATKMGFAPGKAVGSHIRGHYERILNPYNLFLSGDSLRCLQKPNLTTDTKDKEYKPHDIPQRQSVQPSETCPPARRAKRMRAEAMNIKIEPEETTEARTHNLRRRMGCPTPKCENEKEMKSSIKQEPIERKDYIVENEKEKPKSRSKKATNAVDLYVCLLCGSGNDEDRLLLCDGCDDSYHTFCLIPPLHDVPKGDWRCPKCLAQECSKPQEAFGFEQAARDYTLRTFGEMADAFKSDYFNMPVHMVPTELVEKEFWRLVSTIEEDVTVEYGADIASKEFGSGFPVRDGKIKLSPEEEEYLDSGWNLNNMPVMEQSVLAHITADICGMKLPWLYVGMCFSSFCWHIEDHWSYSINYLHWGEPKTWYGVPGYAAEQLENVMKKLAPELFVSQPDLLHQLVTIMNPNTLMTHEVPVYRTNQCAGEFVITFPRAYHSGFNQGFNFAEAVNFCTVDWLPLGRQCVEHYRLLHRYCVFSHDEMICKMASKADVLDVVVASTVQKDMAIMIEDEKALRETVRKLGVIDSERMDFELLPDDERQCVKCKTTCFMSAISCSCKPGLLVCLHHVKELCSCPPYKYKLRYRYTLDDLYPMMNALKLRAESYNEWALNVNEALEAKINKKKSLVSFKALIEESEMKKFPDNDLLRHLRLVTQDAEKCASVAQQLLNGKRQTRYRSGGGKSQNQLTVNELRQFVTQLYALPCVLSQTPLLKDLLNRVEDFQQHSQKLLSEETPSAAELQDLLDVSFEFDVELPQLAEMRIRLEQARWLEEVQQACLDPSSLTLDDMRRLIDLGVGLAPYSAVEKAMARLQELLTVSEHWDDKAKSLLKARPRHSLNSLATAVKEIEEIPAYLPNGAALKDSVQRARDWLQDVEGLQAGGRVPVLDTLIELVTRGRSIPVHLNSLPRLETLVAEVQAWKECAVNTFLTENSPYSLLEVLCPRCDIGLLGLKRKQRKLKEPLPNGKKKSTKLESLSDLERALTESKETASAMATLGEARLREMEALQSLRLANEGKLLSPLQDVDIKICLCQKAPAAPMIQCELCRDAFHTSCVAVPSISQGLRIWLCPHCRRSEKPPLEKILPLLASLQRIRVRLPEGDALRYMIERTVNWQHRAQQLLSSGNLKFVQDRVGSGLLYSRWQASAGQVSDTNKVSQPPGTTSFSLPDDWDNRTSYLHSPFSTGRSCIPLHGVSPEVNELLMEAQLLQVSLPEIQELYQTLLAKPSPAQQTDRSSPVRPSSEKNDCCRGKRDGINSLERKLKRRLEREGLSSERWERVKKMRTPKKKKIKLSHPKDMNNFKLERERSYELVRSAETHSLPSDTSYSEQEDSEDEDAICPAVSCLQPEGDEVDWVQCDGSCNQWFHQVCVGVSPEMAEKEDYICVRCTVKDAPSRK
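Measured: NADH fluorescence change, 30 min, RT. System: KDM5BΔAP 200 nM final, H3K4me3 peptide, α-KG, Fe(II), ascorbate, NAD⁺ plus FDH, pH 7.5 HEPES. Compounds: titrated, 10 min pre-incubation with enzyme.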
Starred values were filed as active, the others as inactive; ? = inconclusive; [ ] = another dose, or the depositor's remark. Potency is the fitted concentration of half-maximal effect. The list is partial; count on the stated rates, not on these rows.

Start of the data: the first 7 entries as a preview:
SMILES	KDM5B inhibitor
CCOC(=O)c1c(C)oc2nc(C)nc(Nc3cccc(OC)c3)c12	7%
O=C(C1CCCN(S(=O)(=O)c2ccc(Br)cc2)C1)N1CCOCC1 (centres undefined)	16%
CCn1nccc1C(=O)N[C@@H]1CN(Cc2ccccc2)C[C@H]1CN(C)C	-9%
COc1ccc(OC)c(CN2CCCCCC2)c1	?
Cc1ccc(CSc2cn(CC(=O)N3CCCC3)c3ccccc23)cc1	?
COc1ccc(OC)c(N2CC(C(=O)O)CC2=O)c1 (centres undefined)	-8%
Cc1ccc(S(=O)(=O)N2CCN(c3ccc(NCc4ccccc4)nn3)CC2)cc1C	?

The whole of this part (from the top)
SMILES	KDM5B inhibitor
CCOC(=O)c1c(C)oc2nc(C)nc(Nc3cccc(OC)c3)c12	7%
O=C(C1CCCN(S(=O)(=O)c2ccc(Br)cc2)C1)N1CCOCC1 (centres undefined)	16%
CCn1nccc1C(=O)N[C@@H]1CN(Cc2ccccc2)C[C@H]1CN(C)C	-9%
COc1ccc(OC)c(CN2CCCCCC2)c1	?
Cc1ccc(CSc2cn(CC(=O)N3CCCC3)c3ccccc23)cc1	?
COc1ccc(OC)c(N2CC(C(=O)O)CC2=O)c1 (centres undefined)	-8%
Cc1ccc(S(=O)(=O)N2CCN(c3ccc(NCc4ccccc4)nn3)CC2)cc1C	?
Cc1ccc(CCC(=O)O)c(C)c1	17%
COc1ccc(CNC(=O)C2CN(S(=O)(=O)C3CC3)CC23CCCCC3)c(OC)c1 (centres undefined)	15%
COCCNC(=O)c1ccc(CC2CCNCC2)cc1	-10%
COc1ccc2c(C)c(CC(=O)Nc3cccc(Cl)c3)c(=O)oc2c1	?
CCn1c(CCC(=O)Nc2ccccc2F)nnc1SCC(=O)Nc1ccc(OC)cc1	8%
Cc1cccc(C(=O)Nc2ccccc2C(=O)NCc2ccccc2)n1	4%
CCCCCCc1ccc(-c2ccc(C(=O)OCC)cc2)nc1	0%
O=C1Nc2ccccc2OCC12CCN(Cc1cccnc1)CC2	9%[86.2 µM]
O=C(CSc1nc2c([nH]c3ccccc32)c(=O)n1-c1cccc(C(F)(F)F)c1)N1CCCC1	-4%
CN1CC(=O)N(C2CCCNCC2)Cc2c1ncnc2N1CCCCCC1 (centres undefined)	-28%[115 µM]
Cc1nc2c(c(-c3ccc(O)cc3)n1)CN(C(=O)c1ccccc1F)CC2	-10%
COc1ccccc1N1CCN(C(=O)CN2c3ccccc3S(=O)(=O)c3ccccc32)CC1	-26%
CCOc1cccc(C(=O)Nc2scc(-c3ccccc3Cl)c2C(=O)OC)c1	-13%
CC(=O)Nc1ccccc1-c1nc2ccccc2n(Cc2cccc(Br)c2)c1=O	-4%
O=C(NC[C@H]1O[C@@H](CO)[C@@H](O)[C@H]1N1CCN(c2ccc(F)cc2)CC1)c1ccccc1	-26%
Cc1noc(C)c1-c1cccc(CCOc2cnc3c(ccn3CC(=O)O)c2)c1	40µM*
O=C(Nc1sc2c(c1C(=O)Nc1ccccc1)CCC2)c1ccc(Br)cc1	-47%
O=C(NC1CCCN(c2cc(-c3ccc(Cl)cc3)[nH]n2)C1)c1ccccc1F (centres undefined)	-5%
COC(=O)NNC(=S)Nc1cccc(C)c1	23%
Cc1nc(N2CCC(NC(=O)Cc3ccccc3Cl)CC2)cc(C(F)(F)F)n1	?
CN(C)CCNc1oc(-c2ccc(S(=O)(=O)N3CCCC3)cc2)nc1C#N	?
Cc1ccccc1Cn1cnc(NS(=O)(=O)c2c(C)n[nH]c2C)n1	15%
NC(=O)c1ccc(N2CCN(Cc3c(Cl)cncc3Cl)CC2)nc1	-21%
O=C1CC(c2ccccc2)N(C(=O)CNS(=O)(=O)c2cccnc2)CCCCCCN1 (centres undefined)	-19%
Cc1ccc(Nc2nc(C(=O)OCC(=O)c3ccc(C)cc3)cs2)cc1	4%
C=CCN1C(=O)[C@@H]2C[C@@H](NC(=O)c3ccncc3)CCN2C1=O	-14%[86.2 µM]
COc1ccc(OC)c(CNC(=O)CCC(=O)N2Cc3ccccc3Oc3ncccc32)c1	-3%
CC(=O)c1c(C)[nH]c(C(=O)C(C)Oc2ccc(Cl)cc2Br)c1C (centres undefined)	6%
O=C(CN1Cc2nc(-c3cc4ccccc4o3)ccc2OCC1=O)N1CCCC1	28µM*
COc1ccc(C(=O)Nc2ccc3c(c2)CCCN3S(=O)(=O)c2ccc(C)cc2)cc1	-17%
COc1cccc(N2CC(C(=O)N3CCC(C(=O)NCC4CC4)C3)NC2=O)c1 (centres undefined)	18%
COc1ccc(C)cc1NC(=O)Cn1cc(S(=O)(=O)Cc2ccccc2Cl)c2ccccc21	-27%
CCCNC(=O)C1CCc2ncc(-c3ccc(OC)cc3)n2C1 (centres undefined)	?
COc1ccc(-c2nc(SCC(=O)Nc3cccc(C(C)=O)c3)n[nH]2)cc1	0%
O=C(c1ccc(Cl)cc1)N1CCN(CCc2ccncc2)CC1	-19%
CCCC(=O)Nc1oc2c(C)cccc2c(=O)c1-c1cc(OC)c(OC)c(OC)c1	12%
CC(C)C1Cc2nc(Cl)c(C#N)cc2CO1 (centres undefined)	-10%
Cc1ccccc1CCC1CCCN(C(=O)c2ccccc2-c2nn[nH]n2)C1 (centres undefined)	31%[activator]
CC1CCN(S(=O)(=O)c2ccc(C(=O)Nc3sc4c(c3C(N)=O)CC(C)(C)NC4(C)C)cc2)CC1	?
CCCCN(C(=O)CCn1c(=O)oc2ccccc21)c1ccccc1	-10%
Cn1cccc1C(=O)NC1CCCN(c2cc(-c3ccc(Cl)cc3)[nH]n2)C1 (centres undefined)	-23%
Cn1c(=NC(=O)c2ccc(S(=O)(=O)N3CCCC3)cc2)sc2cc(F)ccc21	0%
C[C@@H]1CN(C(=O)c2ccc3c(c2)CCC3)C[C@]1(C)O	-7%
Next section.
SMILES	KDM5B inhibitor
O=C(c1ccc(N2CC3CC(C2)[C@H]2CCCC(=O)N2C3)nc1)N1CCOCC1 (some centres undefined)	-15%
CC(C)CC(C)NC(=O)c1ccc(Cn2ccn3nc4c(c3c2=O)CCCC4)cc1 (centres undefined)	?
CC(C)C1c2nccn2CCCN1C(=O)CCn1cccn1 (centres undefined)	16%
CC(=O)Nc1ccc(OCC(=O)N2CCN(c3ccc(Cl)cc3)CC2)nc1	-4%
O=C1CC2CCN(Cc3ccc(C(F)(F)F)cc3)CC2CCN1 (centres undefined)	-11%[149 µM]
CC(C)c1nc(N(C)Cc2cc(-c3cccnc3)no2)c2cnn(C)c2n1	-5%
O=C(NCc1ccccc1)C(c1cccnc1)N(C(=O)c1csnn1)c1ccc(F)cc1 (centres undefined)	33%
Cc1cc(OCC(=O)Nc2ccc3oc(-c4ccncc4)nc3c2)ccc1Cl	3%
CCC(=O)N(C1CCOCC1)C1CCN(S(=O)(=O)c2ccc3c(c2)CCC3)CC1	35%
CCCNC(=O)NC(=O)CSc1cc(C)c2cccc(C)c2n1	11%
O=C(CCc1ncc(-c2ccc(Cl)cc2)o1)NCC1CCCO1 (centres undefined)	7%
O=C(NC[C@H]1O[C@@H](CC(=O)N2CCN(c3ccccn3)CC2)[C@H](O)[C@@H]1O)c1cccc(F)c1	-14%
COc1ccc(CNC(=O)N2C[C@@H](Oc3cccnc3)C[C@@H]2C(=O)N2CCOCC2)cc1	-14%
Clc1ccccc1-c1noc(CCc2nc3ccccc3[nH]2)n1	-9%
CC(C)(C)N1CC(C(=O)NCCCc2ccc(Cl)cc2)CC1=O (centres undefined)	22%
COc1cc(/C=N/NC(=O)c2cc(-c3ccccc3)sc2N)cc(OC)c1OC	?
N#Cc1ccccc1S(=O)(=O)N1CCN(CC(O)CN2CCOCC2)CC1 (centres undefined)	?
Cc1ccc(CNC(=O)C(C)n2nc(C)n3c(cc4sccc43)c2=O)cc1 (centres undefined)	-6%
COc1cc(C(=O)N2CC[C@@]3(O)CCN(S(C)(=O)=O)C[C@H]3C2)ccn1	-2%
Cc1cc(NCc2nc(-c3cccs3)no2)ccc1-n1cnnn1	18%
CCCCCC1CCC(c2ccc(-c3ccc(CC)cn3)cc2)CC1 (centres undefined)	30%
CC(CC(=O)Nc1cccc(Br)c1)n1ccnc1 (centres undefined)	27%
Cc1cc2oc(C(=O)Nc3ccc(S(=O)(=O)N4CCC(C)CC4)cc3)cc(=O)c2cc1C	11%
O=C(c1ccc2c(c1)OCO2)N1CCC2(Cc3ccccc3NC2=O)C1 (centres undefined)	-15%
COC(=O)c1cc2oc(C)cc2n1Cc1ccccc1C	-6%
O=C(C1CC1)N1CCCC2(COc3ccccc3[S+](=O)([O-])N2)C1 (centres undefined)	-5%[149 µM]
CC(=O)N1CCc2c(sc(NC(=O)CSc3ccc(C)cc3)c2-c2nc3ccccc3s2)C1	-11%
CC(C)NC(=O)Cn1nc(N2CCN(c3ccccc3)CC2)ccc1=O	13%
O=C(O)c1cccc(OCc2nnnn2-c2ccc(Cl)cc2)c1	7%
O=C1N(Cc2ccccn2)C[C@H]2CN(Cc3ccc(C(F)(F)F)cc3)CCN12	-24%[86.2 µM]
Cc1cc(CNC(=O)c2cc(-c3ccnn3C)cc3c2OCCN3C)no1	?
CC(=O)Nc1sc(C)c(C)c1C#N	0%
Cc1ccc(CN2C(=O)C3(CCOCC3)CC2c2nnnn2C(C)(C)C)cc1C (centres undefined)	-8%
C=C(C)COc1ccc2c(=O)c(Oc3ccc(C(=O)OC)cc3)coc2c1	-4%
Cc1ccc(NC(=O)c2cn(-c3ccc4c(c3)OCCO4)nn2)cc1Cl	0%
CC(C)COc1ccc(C(=O)Nc2cc(-c3ccccc3)no2)cc1	-23%
Cc1ccc(N(C(=O)c2ccc(S(=O)(=O)N3CCOCC3)cc2)C2C=CS(=O)(=O)C2)cc1C (centres undefined)	17%
COc1ccc(-c2cc(=O)n3[nH]c(C)c(-c4ccc(OC)cc4)c3n2)cc1	4%
COCCCNC(=O)c1cc(-c2ccc(OC)cc2)nc2ccccc12	?
CC1(C)NC(=O)N(CC(=O)OCC(=O)Nc2c(Br)cc([N+](=O)[O-])cc2Br)C1=O	35%

Entries listed above that bear a hit mark in KDM5B inhibitor:
SMILES	KDM5B inhibitor
Cc1noc(C)c1-c1cccc(CCOc2cnc3c(ccn3CC(=O)O)c2)c1	40µM*
O=C(CN1Cc2nc(-c3cc4ccccc4o3)ccc2OCC1=O)N1CCCC1	28µM*

The list goes on.
SMILES	KDM5B inhibitor
CSc1ccc(NC(=O)Cn2nnnc2-c2ccccc2F)cc1	8%
CN1CCN(c2oc(COc3ccc(F)cc3)nc2C#N)CC1	-20%
Cc1oc(C(O)c2ccccc2)nc1C(=O)Nc1ccccc1 (centres undefined)	-6%[86.2 µM]
Cc1ccc(CNC(=O)c2ccc(CS(=O)Cc3ccc(C)cc3)o2)cc1 (centres undefined)	15%
Cc1ccc(NC(=O)c2cnc3ccccc3n2)nc1	-4%
O=C(O)c1ccc(NC(=O)c2cc(-c3ccco3)nc3ccccc23)cc1	?
CCC(C)NC(=O)c1ccc2c(c1)nc1n2CCCCC1 (centres undefined)	-34%
O=C(c1cccc(O)c1)N1CCC(CO)(CN2CCCC2)CC1	9%
CCN1CCC(CC(=O)N2CCC(n3c(C)cnc3C)CC2)CC1	-32%
O=C(NCc1ccc(N2CCOCC2)cc1)c1cc2cn(C3CC3)cc2s1	?
CN1CC(=O)N(c2ccccc2F)Cc2c(NCCO)ncnc21	-15%[86.2 µM]
CCCN1CCN(CCCNC(=O)C(CC)n2nc(C)n3c(cc4occc43)c2=O)CC1 (centres undefined)	-16%
CCOC(=O)CSc1nc2c([nH]c3ccccc32)c(=O)n1-c1ccc(OCC)cc1	-8%
Cc1csc(N2CCCN(CC(=O)Nc3cc(C)on3)CC2)n1	-10%
CC(C)c1ccc(-c2nc3cc(N)ccc3o2)cc1	?
Cc1ccccc1CN1CCN(S(=O)(=O)c2cn(C)nc2C)CC1	9%
CC(=O)c1cn(CC(=O)Nc2ccccc2)c2ccccc12	-3%
CCOc1ccc(-c2cc(C)n3nc(C(=O)Nc4cc(Cl)ccc4O)cc3n2)cc1	?
O=C(NCCc1noc(-c2cccnc2)n1)C1CCC1	-24%
C#CCNC(=O)CC[C@@H]1CNC(=O)[C@@H]2C[C@H](NC(=O)Nc3cccc(Cl)c3)CN12	-6%[86.2 µM]

Pulled by structure from above (2):
SMILES	KDM5B inhibitor
CC(C)c1ccc(-c2nc3cc(N)ccc3o2)cc1	?
CN1CC(=O)N(c2ccccc2F)Cc2c(NCCO)ncnc21	-15%[86.2 µM]

The listing continues.
SMILES	KDM5B inhibitor
CCc1nnsc1C(=O)N(C)Cc1c(F)cccc1Cl	3%
CN(/N=C/c1ccc(Cl)cc1Cl)c1ncc(Cl)cc1C(F)(F)F	-6%
CCc1ccccc1CN1CCCC2(Cc3ccccc3CNC2=O)C1 (centres undefined)	7%[115 µM]
CC(=O)N(c1nc(COc2ccccc2C(N)=O)cs1)c1ccc(C)cc1C	8%
O[C@@H]1C[C@@H](c2nc(-c3ccncc3)no2)N(Cc2ccc(F)cc2)C1	5%[86.2 µM]
Cc1noc([C@@H]2CN(C(=O)c3occc3C)C[C@H]2CO)n1	9%
Cn1nc(C(F)(F)F)c(-c2ccccc2)c1NC(=O)CCC(=O)O	16%
Cc1noc(-c2ccn3c(CNC(=O)Cc4ccccc4Cl)nnc3c2)n1	25µM*
S=c1c2c(nc3nc[nH]n13)CCC2	?
Cc1ccc(-c2nnc(C(C)Sc3nc4ccccc4c(=O)n3CCCO)o2)cc1 (centres undefined)	7%
Cc1c(NC(=O)COC(=O)C2(c3ccc(Cl)cc3)CCCC2)cccc1[N+](=O)[O-]	10%
